Screening results from PubChem BioAssay.
3CLpro inhibitor = SARS-CoV 3CLpro protease inhibitors, primary screen, biochemical, quenched FRET; Replicase polyprotein 1ab (Severe acute respiratory syndrome coronavirus), P0C6X7; recombinant SARS-CoV 3CLpro, quenched FRET peptide cleavage; inhibition, % at 6 µM; actives 0.14% (n = 290,000); AID 1706, 2009; in the data active means inhibition above about 12%
VHR inh abs = VHR1 phosphatase inhibitors, primary screen, biochemical, absorbance, uHTS | recombinant VHR phosphatase, pNPP absorbance | Dual specificity protein phosphatase 3 (Homo sapiens), P51452 | actives 0.52% (n = 290,000) | inhibition, % at 13.3 µM; in the data active means inhibition above about 50%; further: some compounds called inactive have numbers as strong as hits
Target sequence (P51452 whole entry, looked up): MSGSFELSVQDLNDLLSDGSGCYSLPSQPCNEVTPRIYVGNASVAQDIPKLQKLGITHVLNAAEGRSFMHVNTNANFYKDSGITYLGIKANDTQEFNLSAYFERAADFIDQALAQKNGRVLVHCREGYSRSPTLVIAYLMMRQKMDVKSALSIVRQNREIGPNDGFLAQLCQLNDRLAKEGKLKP
MazF activator = activators of E. coli MazEF toxin-antitoxin RNase, primary screen, biochemical, fluorescence, uHTS | Endoribonuclease toxin MazF (Escherichia coli (strain K12)), P0AE70 | FAM/BHQ RNA-DNA oligo cleavage fluorescence, 5 h | activation, % at 20 µM | actives 0.32% (n = 350,000) | AID 504720, 2011; in the data active means activation above about 50%
SSB-PriA inh = inhibitors of Klebsiella pneumoniae PriA binding to SSB C-terminal tail, primary screen, biochemical, AlphaScreen; actives 0.6% (n = 430,000); AlphaScreen SSBct-PriA binding, biotinylated peptide; inhibition, % at 33 µM; in the data active means inhibition mostly above about 37%, no sharp cut-off; inactive means mostly below about 20%;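 further: plate controls were negative control peptide for no effect and reference peptide for full effect; strong numbers were not always called active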
Rv3671c protease = Rv3671c serine protease inhibitors, primary screen, biochemical, fluorescence polarization, M. tuberculosis H37Rv. actives 0.048% (n = 320,000). P9WHR9. inhibition, % at 5.96 µM; in the data active means inhibition above about 38%;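 further: extracellular domain of Rv3671c used as enzyme; 0% = enzyme with DMSO and 100% = no enzyme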
Target sequence (P9WHR9 whole entry, looked up, the tested form may be a part): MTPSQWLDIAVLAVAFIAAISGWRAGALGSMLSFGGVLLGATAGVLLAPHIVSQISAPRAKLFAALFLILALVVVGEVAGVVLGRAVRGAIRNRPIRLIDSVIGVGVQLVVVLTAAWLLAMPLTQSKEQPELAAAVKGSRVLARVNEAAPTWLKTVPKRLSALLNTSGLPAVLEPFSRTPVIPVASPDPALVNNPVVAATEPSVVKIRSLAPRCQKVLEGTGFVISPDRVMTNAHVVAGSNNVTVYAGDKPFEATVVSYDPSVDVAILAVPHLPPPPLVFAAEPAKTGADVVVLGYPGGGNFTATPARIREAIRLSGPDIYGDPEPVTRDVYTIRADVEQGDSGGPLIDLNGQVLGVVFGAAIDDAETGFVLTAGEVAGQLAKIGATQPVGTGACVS
BioA inh = M. tuberculosis BioA enzyme inhibitors, primary screen, biochemical, plate reader, single point, HTS; 7,8-diaminopelargonic acid synthase BioA (Mycobacterium tuberculosis); actives 0.096% (n = 360,000); purified M. tuberculosis BioA enzyme; inhibition, % at 9.99 µM; AID 602481, 2012; in the data active means inhibition above about 40%
UGM FP inh = M. tuberculosis UGM enzyme inhibitors, primary screen, biochemical, fluorescence polarization, single point; actives 0.06% (n = 320,000); inhibition, % at 10 µM; UDP-galactopyranose mutase (Mycobacterium tuberculosis (strain ATCC 25618 / H37Rv)), …; purified UGM, fluorescence polarization probe displacement; AID 504406, 2011; in the data active means inhibition above about 10%, passing the limit was not always enough
Target sequence (P9WIQ1 whole entry, looked up): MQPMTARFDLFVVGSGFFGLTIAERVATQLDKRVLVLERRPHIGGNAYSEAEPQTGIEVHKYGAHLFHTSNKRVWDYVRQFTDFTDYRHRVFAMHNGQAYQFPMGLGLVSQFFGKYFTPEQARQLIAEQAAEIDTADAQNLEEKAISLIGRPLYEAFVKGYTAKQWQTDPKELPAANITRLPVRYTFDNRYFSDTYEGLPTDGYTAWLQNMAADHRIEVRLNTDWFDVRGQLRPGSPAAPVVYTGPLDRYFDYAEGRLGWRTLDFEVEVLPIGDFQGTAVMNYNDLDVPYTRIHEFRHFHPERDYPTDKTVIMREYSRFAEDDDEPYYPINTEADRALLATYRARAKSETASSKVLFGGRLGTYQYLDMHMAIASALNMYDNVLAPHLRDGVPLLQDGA
Mtb FBA inh = Mtb FBA enzyme inhibitors, primary screen, biochemical, fluorescence, strain H37Rv; actives 2.3% (n = 360,000); purified M. tuberculosis FBA, fluorescence read-out; Fructose-bisphosphate aldolase (Mycobacterium tuberculosis (strain ATCC 25618 / H37Rv)), …; AID 588726, 2011; inhibition, % at 1 µM; in the data active means inhibition above about 27%;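 further: 0% = vehicle and 100% = reference inhibitor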
BH1578 lux ind = inducers of Vibrio cholerae quorum light production without autoinducers, primary screen, BH1578 luxS cqsA deficient, single point. activation, % at 18.7 µM. V. cholerae BH1578 lux reporter, luminescence, 6 h. actives 0.16% (n = 350,000); in the data active means activation mostly above about 9.7%, no sharp cut-off; further: not every result past the cut was called active; inactives centre near 0; reference of the scale not given here
GDH-TPI counter = GDH-TPI coupling enzyme inhibitors, primary screen, artefact control for M. tuberculosis FBA inhibitor project, biochemical, absorbance, full deck. GDH-TPI coupled enzyme counterscreen, NADH absorbance. inhibition, % at 4.8 µM. actives 1.2% (n = 360,000); in the data active means inhibition above about 30%;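 further: 0% = DMSO wells and 100% = wells lacking the enzyme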
Active calls of the source: *; i = inactive; · = not tested or not shown; & = joins results of further samples.

Each structure is followed by: BH1578 lux ind	3CLpro inhibitor	BioA inh	Rv3671c protease	VHR inh abs	UGM FP inh	GDH-TPI counter	MazF activator	SSB-PriA inh	Mtb FBA inh
> CC1(C)Cc2c(sc3nc(-c4cc5ccccc5o4)n(N)c(=O)c23)CO1
→ i	13*	-3.4	-9	-5	-2.4	13	9	-10	1
> O=C1C=C(c2cccc(Cl)c2O)C[C@@H](c2ccc(F)cc2)C1
→ 0.3	·	1.8	-14	·	0.3	11	1	-20	-3
> O=C(Nc1nccs1)c1ccc(Cl)c(S(=O)(=O)N2CCOCC2)c1
→ 1.3	0	-0.4	4	26	-1.8	1	3	9	-2
> COc1ccc(CNC(=O)CCn2c(=O)[nH]c3ccccc3c2=O)cc1
→ i	-3	·	0	16	0.3	-1	-2	-7	6
> Cc1nn(CC(=O)NCC2CCCO2)c(C)c1[N+](=O)[O-] (centres undefined)
→ -0.2	0	·	6	3	0.6	12	4	-18	-3
> Cc1cc(C)nc(/N=C2\NC(=O)CC(C(=O)O)N2c2ccc(F)c(Cl)c2)n1 (centres undefined)
→ ·	-2	·	3	34	-1.4	·	·	·	·
> COc1cc2[nH]c(C(=O)N3CCc4ccccc43)cc2c(OC)c1OC
→ 1.9	-7	-0.5	7	-10	-1.1	22	7	-9	0
> CNC(=O)NNC(=O)c1onc(-c2c(Cl)cccc2Cl)c1C(=O)OC
→ 1.4	-4	·	5	8	-0.5	3	1	-7	-3
> Cc1cccc(-c2oc3ccc(-c4ccc5c(c4)OCO5)cc3c2/C=C/c2ccc(N)cc2)c1
→ -0.3	-2	-0.5	15	28	2.2	21	-2	-4	44*
> NS(=O)(=O)c1cccc(NS(=O)(=O)c2ccc(/C=C/C(=O)OCC(=O)c3ccc(Br)cc3)cc2)c1
→ -6.1	6	-0.1	-49	12	-0.2	3	-1	-8	0

Other records follow:
Each structure is followed by: BH1578 lux ind	3CLpro inhibitor	BioA inh	Rv3671c protease	VHR inh abs	UGM FP inh	GDH-TPI counter	MazF activator	SSB-PriA inh	Mtb FBA inh
> O=C(O)c1cn(-c2ccccc2)c(=O)c2ccccc12
→ i	1	0.3	-14	11	0.6	6	2	-18	4
> CC(=O)c1c(C)[nH]c(C(=O)CSc2nnc(NC3CC3)s2)c1C
→ -0.7	·	-1.4	·	·	·	24	0	-1	1
> Cc1cc(C)nc(NS(=O)(=O)c2ccc(CC(C)C)cc2)c1
→ i	0	3.1	-1	-3	-1.1	4	-3	-3	17
> Cn1c2c(c(=O)n(C)c1=O)C(c1ccc(F)cc1)C(C#N)=C(N)O2 (centres undefined)
→ i	0	1.3	-1	26	-2.3	2	0	-10	-1
> CCn1c(=O)c(C(=O)NNC(=O)c2ccccc2F)c(O)c2ccccc21
→ -0.3	-2	-1.6	5	17	5.8	12	-1	0	-3
> CCN(C(=O)COc1ccc2ccc(=O)oc2c1)C1CCCCC1
→ i	·	18	4	·	0.9	8	9	-9	35*
> COc1ccc(-c2nc(NC(=O)C3CCN(c4nc5ccccc5o4)CC3)sc2C)cc1
→ i	0	0.1	-7	9	3.5	0	-9	8	-1
> CCOC(=O)COc1ccc2c3c(c(=O)oc2c1C)CCC3
→ 0.6	-3	6.5	-9	-4	-0.9	7	4	-28	17
> CC(Cc1ccccc1)NC(=O)Cc1ccc(N(C)C)cc1 (centres undefined)
→ -0.3	-2	·	-6	2	1.2	-7	9	3	-1
> COCCn1c(SCC(=O)NCCCN2CCCC2=O)nc2sc3c(c2c1=O)CCCC3
→ -1.7	·	0.5	·	·	·	18	5	-6	-2

Additional results follow.
Each structure is followed by: BH1578 lux ind	3CLpro inhibitor	BioA inh	Rv3671c protease	VHR inh abs	UGM FP inh	GDH-TPI counter	MazF activator	SSB-PriA inh	Mtb FBA inh
> O=C1c2cccc3cc([N+](=O)[O-])cc(c23)C(=O)N1CC1CCCO1 (centres undefined)
→ -0.8	1	-1.1	6	12	-4.7	12	1	-3	-5
> O=C1CN(C(=O)c2ccco2)C(c2ccccc2)c2cc(Cl)ccc2N1 (centres undefined)
→ i	4	2.5	2	21	1.3	2	5	-9	2
> CC(C)Cn1c(N)c(C=O)c(=O)n(C)c1=O
→ -0.3	4	-1.4	10	-17	-4.7	-12	4	-15	-2
> CCc1c(C)nc(SCC(=O)NC2CCCC2)[nH]c1=O
→ -0.3	5	-2.5	10	26	2.0	-4	3	7&-9	0
> COC(=O)C1=Nc2ccccc2/C1=C\c1c(O)n(C)c(=O)n(C)c1=O
→ i	1	1.0	-8	34	2.6	16	-13	·	19
> CC(C)/C=N/NC(=O)c1cccc(N2CCCC2=O)c1
→ -0.4	0	-1.4	-20	15	1.4	2	0	·	-3
> Cc1ccc(Cl)cc1NC(=O)COc1ccccc1
→ -0.3	4	-2.1	-4	-2	0.7	5	-4	-9	2
> CCC1(c2ccc(F)cc2)NC(=O)N(CC(=O)N2c3ccccc3CC2C)C1=O (centres undefined)
→ i	·	-0.8	-2	·	1.7	-3	0	1	3
> COc1ccc(Cl)cc1C(=O)NNC(=O)CNC(=O)c1ccco1
→ -0.4	·	-1.3	7	·	0.5	4	7	-7	-2
> COc1cc(/C=N/N(c2ccccc2)c2ccccc2)ccc1O
→ i	-3	-2.3	9	-2	2.1	18	-2	·	23

(continued)
Each structure is followed by: BH1578 lux ind	3CLpro inhibitor	BioA inh	Rv3671c protease	VHR inh abs	UGM FP inh	GDH-TPI counter	MazF activator	SSB-PriA inh	Mtb FBA inh
> Cn1c(COc2ccccc2)nnc1SCCSc1nnc(COc2ccccc2)n1C
→ -1.5	2	1.9	9	10	1.4	7	-6	-5	0
> CN(C)c1ccc(NC(=O)Cn2c(=O)n(Cc3ccccc3)c(=O)c3ccccc32)cc1
→ -0.7	6	-2.0	-6	26	2.0	9	5	-4	0
> CCOC(=O)N1CCC(N2Cc3cccc(C(=O)NCc4ccccc4OC)c3C2=O)CC1
→ i	1	0.0	1	22	-2.5	-2	-2	-1	-4
> COc1cc2c(cc1OC)CN(CCC(C)c1ccc(Cl)cc1)CC2 (centres undefined)
→ i	·	-0.8	3	·	-2.0	17	-8	2	5
> CC(=O)Nc1nc(C)c(C(C)(C)C)s1
→ -0.6	-1	-2.0	4	14	-4.4	1	10	-5	1
> Cn1ncc([N+](=O)[O-])c1C(=O)Nc1ccc(Cl)cc1
→ i	4	-0.6	3	27	2.4	-4	2	3	3
> O=C1C=C(c2ccc3c(c2)OCO3)C[C@@H](c2ccc(F)cc2)C1
→ i	·	1.1	0	·	-1.7	-5	3	-16	2
> O=C(NNC(=O)c1ccccc1O)c1ccc(Cl)cc1
→ -0.3	-1	-1.3	-2	33	5.5	24	-5	-8	1
> CSCCCNC(=S)Nc1ccc(N2CCOCC2)cc1
→ i	-1	·	3	0	-2.2	-4	6	9	0
> COC(=O)c1ccc(NC(=O)COc2ccc(S(=O)(=O)N3CCCCC3)cc2)cc1
→ -0.2	5	3.0	-8	24	·	0	-6	-15	-1

Additional entries.
Each structure is followed by: BH1578 lux ind	3CLpro inhibitor	BioA inh	Rv3671c protease	VHR inh abs	UGM FP inh	GDH-TPI counter	MazF activator	SSB-PriA inh	Mtb FBA inh
> CC(=O)Nc1ccc(S[C@@H](CCN2CC[C@H](C(C)(C)C)CCC2=O)c2ccccc2)cc1
→ i	·	-0.2	-8	·	3.8	-11	4	10	-1
> CC(C)Cc1nnc(NC(=O)C2CC(=O)N(c3ccc4c(c3)OCCO4)C2)s1 (centres undefined)
→ -3.1	·	0.0	-11	·	-2.0	-7	-2	3	0
> CCCOc1ccc(N2C(=O)CC(N(CCc3ccc(OC)cc3)C(=O)c3cccc(F)c3)C2=O)cc1 (centres undefined)
→ 0.3	1	-5.9	-4	8	0.1	7	-8	2	3
> COc1cc(C2C(C(=O)c3cccs3)=C(O)C(=O)N2CCN2CCOCC2)cc(OC)c1OC (centres undefined)
→ i	-3	-1.1	5	10	-3.0	0	9	0	-2
> Cn1c(-c2ccccc2)cnc1NCc1cccc([N+](=O)[O-])c1
→ 1.7	-5	1.8	2	0	0.2	6	13	3	1
> Cc1cc(C(=O)NNC(=S)NC2CCCCC2)cs1
→ i	1	-2.1	-2	-2	2.7	-5	-1	-14	3
> Cc1ccc(NS(=O)(=O)c2cc3c4c(c2)CC(=O)N4CCC3)cc1C
→ i	0	0.6	-15	-9	-0.7	-4	3	4	-2
> O=C(Nc1cccc(C(F)(F)F)c1)c1cnc2n(c1=O)CCS2
→ -0.3	-3	0.0	3	29	0.0	13	11	5&-7	2
> CCOC(=O)c1nn(-c2ccc(C)cc2)c(=O)cc1OCC(=O)Nc1ccc(OC)cc1
→ -5.9	·	0.5	6	·	·	7	-8	-9	1
> CCn1c(Cc2ccccc2)nnc1SCC(=O)Nc1ccc(N2CCOCC2)c(Cl)c1
→ -0.6	3	1.9	7	-4	-2.6	3	5	-19	2

The results go on.
Each structure is followed by: BH1578 lux ind	3CLpro inhibitor	BioA inh	Rv3671c protease	VHR inh abs	UGM FP inh	GDH-TPI counter	MazF activator	SSB-PriA inh	Mtb FBA inh
> Cc1ccc(C(=O)OCC(=O)NC(C)c2ccccc2)cc1C (centres undefined)
→ -2.9	·	0.2	15	·	-8.0	-3	10	-9	5
> CC1(C)CN=C(Nc2nc3ccccc3s2)S1
→ -0.5	-4	2.7	1	26	-2.0	7	2	-23	1
> COc1ccc(-c2cc(NC=O)c3ncc(-c4ccc(C(C)=O)cc4)n3c2)cc1OC
→ i	·	0.0	·	·	·	26	·	·	1
> O=C(O)COc1ccccc1/C=N/NC(=O)CSc1nc2ccccc2c(=O)n1-c1ccc(Cl)cc1
→ -2.4	-4	0.4	-13	29	0.8	10	4	i	-1
> COc1ccccc1NC(=O)C(C)OC(=O)C1CC(=O)N(Cc2ccco2)C1 (centres undefined)
→ -0.5	·	0.3	·	·	·	14	-14	·	2
> CC(C)(CCl)C(=O)Nc1ccc(Sc2ccc(F)cc2)cc1
→ i	7	5.1	-3	13	-4.2	-8	-11	-59	-3
> COc1ccc(NC(=S)NCc2cccnc2)cc1OC
→ -0.2	3	·	3	-3	-0.1	8	-1	-6	2

An excerpt; count on the stated rates, not on these rows.
